Source: PubChem
PP1 counter: PP1-alpha (human) inhibition in PP5 counter-screen; P62136; purified PP1alpha, OMFP fluorescence; inhibition, % at 6.7 µM; 320,000 compounds, 0.9% hits; AID 2235;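 active = inhibition above the mean inhibition of all tested compounds plus 3 SD, computed separately for each screening campaign, cut at about 15% in these data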
PAFAH2 FP inh: PAFAH2 (human) inhibition; inhibition, % at 3.39 µM; Q99487; recombinant PAFAH2, FP-rhodamine activity probe, fluorescence polarization; 340,000 compounds, 0.99% hits;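 active = inhibition above the mean over all tested compounds plus 3 SD, cut at about 30% in these data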;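 also: inhibitors block probe labeling of enzyme so polarization drops; 0% = enzyme with DMSO and 100% = wells lacking PAFAH2 protein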
procasp7 counter: counter-screen: procaspase-7 (human) activation. recombinant procaspase-7, Ac-DEVD-pNA absorbance 405 nm; D23A/D198A/D206A triple mutant, cannot self-cleave; scale: DMSO 0, 5 µM enzyme 100. activation, % at 8.5 µM. 330,000 compounds, 0.093% hits. P55210;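 active = percent activation above the screen-wide mean plus 3 SD, cut at about 25% in these data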
Target sequence (P55210 whole entry D23A/D198A/D206A): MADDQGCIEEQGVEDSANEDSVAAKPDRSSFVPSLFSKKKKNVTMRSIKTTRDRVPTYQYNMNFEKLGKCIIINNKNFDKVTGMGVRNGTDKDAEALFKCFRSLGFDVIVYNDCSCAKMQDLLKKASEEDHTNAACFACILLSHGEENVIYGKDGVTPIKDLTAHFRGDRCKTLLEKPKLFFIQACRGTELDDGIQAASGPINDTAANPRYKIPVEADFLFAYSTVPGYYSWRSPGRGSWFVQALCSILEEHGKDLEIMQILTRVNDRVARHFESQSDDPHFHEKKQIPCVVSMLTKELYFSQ
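Test system: Procaspase-7 triple mutant (PC-7 D3A). Also added: Ac-DEVD-pNA substrate, 400 µM as added. Schedule: 1 h enzyme–compound preincubation and 2 h substrate reaction, both 25 °C. Signal: p-Nitroaniline absorbance at 405 nm, read at 0 and 120 min. Control set: low DMSO alone, high DMSO plus 5 µM PC-7.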
PP5 inh: PP5 (human) phosphatase inhibition | P53041 | purified PP5c, OMFP substrate fluorescence | inhibition, % at 6.7 µM | 320,000 compounds, 0.18% hits | AID 1987;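 active = inhibition above the campaign's mean inhibition across all tested compounds plus 3 SD, cut at about 9.5% in these data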;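 also: 0% = DMSO only and 100% = 100 µM cantharidin control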
Target sequence (P53041 whole entry, looked up): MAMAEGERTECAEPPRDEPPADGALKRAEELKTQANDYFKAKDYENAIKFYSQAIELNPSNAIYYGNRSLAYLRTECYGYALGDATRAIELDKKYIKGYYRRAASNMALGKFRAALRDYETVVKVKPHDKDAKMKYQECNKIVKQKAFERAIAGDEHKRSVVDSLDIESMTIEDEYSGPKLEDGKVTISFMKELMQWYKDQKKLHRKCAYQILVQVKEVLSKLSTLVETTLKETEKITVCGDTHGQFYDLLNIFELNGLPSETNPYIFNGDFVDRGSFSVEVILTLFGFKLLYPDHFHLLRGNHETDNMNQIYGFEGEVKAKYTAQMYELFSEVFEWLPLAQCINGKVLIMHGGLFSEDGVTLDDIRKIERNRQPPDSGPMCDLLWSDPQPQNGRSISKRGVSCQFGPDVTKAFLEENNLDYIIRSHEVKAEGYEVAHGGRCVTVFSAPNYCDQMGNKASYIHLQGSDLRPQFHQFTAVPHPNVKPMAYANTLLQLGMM
HCV core dimer: HCV core protein dimerization inhibition. TR-FRET GST/Flag-core106 dimerization, 1536-well. inhibition, % at 5 µM. 300,000 compounds, 0.33% hits. AID 1899;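 active = inhibition above the mean of all tested compounds plus 3 SD, set per screening campaign, cut at about 45% in these data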
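Assay system: tagged HCV core106 pair (GST and Flag); medium: KF-containing HEPES buffer, pH 7.45, DTT, CHAPS, BSA; also added: Eu donor and XL665 acceptor anti-tag antibodies; dosing: 5 µM single dose; timing: compound-protein-antibody incubation 4 h at 22.5 °C; signal: TR-FRET 671 and 617 nm emission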
AHR activator: activators of human aryl hydrocarbon receptor. P35869. 320,000 compounds, 2.5% hits. AHR-responsive luciferase reporter cells, luminescence. AID 2796. activation, % at 5 µM; in the data active = activation above about 47%;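 also: 0% = vehicle wells and 100% = reference agonist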
procasp3 activ: activators of human procaspase-3. P42574. AID 463141. 330,000 compounds, 0.11% hits. recombinant procaspase-3 D3A, Ac-DEVD-pNA absorbance 405 nm. activation, % at 8.5 µM;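 active = activation above the mean of all tested compounds plus 3 SD, cut at about 21% in these data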;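 also: 0% = DMSO alone and 100% = DMSO wells spiked with extra 5 µM PC-3 D3A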
Target sequence (P42574 whole entry D9A/D28A/D175A): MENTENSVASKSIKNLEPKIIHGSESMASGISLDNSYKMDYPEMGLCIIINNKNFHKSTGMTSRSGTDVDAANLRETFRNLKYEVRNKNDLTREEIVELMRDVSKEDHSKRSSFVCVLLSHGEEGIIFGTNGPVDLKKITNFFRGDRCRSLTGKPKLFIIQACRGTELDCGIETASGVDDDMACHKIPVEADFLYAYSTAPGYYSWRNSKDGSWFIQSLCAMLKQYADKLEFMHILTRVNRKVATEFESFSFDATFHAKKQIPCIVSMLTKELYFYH
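Test system: Procaspase-3 D3A mutant; medium: Zinc-free HEPES/NaCl buffer with 0.01% Triton X-100 at pH 7.4; reagent: DEVD-pNA substrate; doses: one concentration, 8.5 µM nominal, 0.8% DMSO; times: 1 h preincubation plus 2 h reaction at 25 °C; signal: Epi-absorbance at 405 nm of released p-nitroaniline, 0 and 120 min; replicates: singlicate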
Fh CTSL1 inh: counter-screen for PFM18AAP inhibitors: inhibitors of F. hepatica cathepsin L1. recombinant F. hepatica cathepsin L1, Z-Leu-Arg-MCA fluorescence. inhibition, % at 5.96 µM. 300,000 compounds, 0.49% hits. AID 1906;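 active = inhibition above the mean of all tested compounds plus 3 SD, set per screening campaign, cut at about 17% in these data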;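 also: 0% = plate median of test compound wells and 100% = 1 µM Z-Phe-Ala-diazomethylketone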
TPT1 inh: C. albicans TPT1 enzyme inhibition; recombinant caTPT1, FP RNA substrate dephosphorylation; inhibition, % at 5 µM; 300,000 compounds, 0.81% hits; AID 1962;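 active = inhibition above the mean of all tested compounds plus 3 SD, set per screening campaign, cut at about 24% in these data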;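 also: plate controls were DMSO alone for no effect and ferristatin control at 100 nM for full effect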
An asterisk follows results filed as active; . = not tested or not shown. Some of the compounds tested; count on the stated rates, not on these rows.

Results follow in this order: PP1 counter | PAFAH2 FP inh | procasp7 counter | PP5 inh | HCV core dimer | AHR activator | procasp3 activ | Fh CTSL1 inh | TPT1 inh
CCc1nn(CC(=O)N2CCC3(CC2)OCCO3)c(=O)c2cccn12
→ -2 | 6 | 2 | 1.5 | -2 | 1 | -3 | 1 | -3
COc1cc2c3cc1Oc1c(OC)c(OC)cc4c1[C@H](Cc1ccc(cc1)Oc1cc(ccc1O)C[C@H]3N(C)CC2)N(C)CC4
→ . | 0 | -20 | . | . | -2 | 0 | . | .
CN1CCc2nc(SCc3cccc(Br)c3)c(C#N)cc2C1
→ -1 | 9 | -4 | -1.2 | 4 | 6 | -15 | 0 | 5
Cc1cccc(N2C(=O)CC(=O)NC2=O)c1
→ 8 | -4 | -11 | -0.7 | 0 | 15 | -20 | 1 | 24
N#CC1(c2ccccc2)CCN(C2CC(=O)N(c3ccc4c(c3)OCO4)C2=O)CC1 (stereo not given)
→ 1 | 0 | 1 | 2.2 | -9 | -1 | -4 | 0 | 1
CCOc1cc(CNCCc2ccccc2F)ccc1OC
→ 2 | -5 | -2 | -1.3 | -2 | 1 | -2 | 5 | 0
CN1CCN(c2nc3ccccc3o2)CC1
→ 0 | -1 | 6 | -0.4 | 0 | 1 | 4 | 1 | -1
N=C1c2ccccc2CN1c1cccc([N+](=O)[O-])c1
→ -6 | 8 | 8 | -1.2 | -7 | 3 | 9 | 1 | -4
Nc1cc(Cl)cc(Cl)c1
→ -5 | 3 | 0 | 0.8 | . | 0 | 8 | . | .
CCCCc1ccc(NC2=NCCCS2)cc1
→ 2 | -1 | -2 | -2.1 | -3 | -1 | 4 | 1 | -5
CCOC(=O)CNC(=S)N1CC2C[C@@H](C1)Cn1c2cccc1=O
→ -4 | -3 | 4 | -0.8 | -3 | 1 | 0 | -3 | 1
COc1ccccc1N1CCN(Cc2ccccc2Cl)CC1
→ 2 | -3 | 1 | -0.1 | -2 | 1 | -3 | -2 | -1
CCCCCCCSc1cc(OC)c(CCNC)cc1OC
→ 4 | 7 | 2 | 1.9 | -18 | 3 | -6 | 0 | 1
C[N+](C)(N)CCOC(=O)C(O)(c1ccccc1)C1CCCCC1 (stereo not given)
→ -4 | 0 | 3 | 0.0 | -2 | -1 | 1 | 0 | -3
CCCCC(=O)N/N=C/c1c(O)n(CCC2=CCCCC2)c(=O)[nH]c1=O
→ 5 | . | -1 | 0.5 | 2 | 1 | -9 | 6 | 1
CC(=O)O[C@@H]1/C=C/[C@](C)(O)C[C@@H](C)C/C=C/[C@H]2[C@H](O)[C@@](C)(O)[C@@H](C)[C@H]3[C@H](Cc4ccccc4)NC(=O)[C@@]312
→ -5 | . | -6 | 0.0 | 1 | -1 | 4 | 0 | 0
CC(C)=CCOc1c2occc2cc2ccc(=O)oc12
→ 8 | 5 | -10 | -4.3 | -11 | 114* | -7 | 2 | 1
C(=NC12CN3CN(CN(C3)C1)C2)c1cccs1
→ -4 | -4 | -4 | -0.9 | -5 | 1 | 5 | -2 | -2
CCOc1cc2c(cc1OCC)-n1cccc1C(c1cccc([N+](=O)[O-])c1)NC2 (stereo not given)
→ 3 | -3 | -3 | 2.3 | -10 | 5 | 1 | 9 | 1
Cc1ccc2c(c1)N(N=O)CCC2
→ -2 | -9 | -3 | 3.5 | 6 | 5 | 0 | -3 | -2
CCN(CC)C(=O)c1ccc(NC(=O)Cn2nc(C)c3ccccc3c2=O)cc1
→ -3 | 8 | 6 | -3.2 | 0 | 0 | 6 | 2 | -2
CNCC1(c2ccccc2)CCCC1
→ 1 | -2 | -3 | 1.4 | 5 | 1 | -2 | -2 | 3
CC(CO)(CO)N=Cc1c(O)n(-c2cccc3ccccc23)c(=O)[nH]c1=O
→ -5 | 3 | -3 | -0.4 | -1 | 0 | -2 | -4 | 9
NC(=O)c1cc(N2CC2)c([N+](=O)[O-])cc1[N+](=O)[O-]
→ 2 | -4 | 9 | 4.6 | 3 | 0 | 5 | 12 | -5
CSc1ccc(CNC2CN3CCC2CC3)cc1 (stereo not given)
→ 1 | 7 | -1 | 1.9 | -4 | 0 | -4 | -2 | 1
CCN(CC)c1ccc(C=C2C(=O)N(C)C(=S)N(C)C2=O)o1
→ 2 | -19 | -5 | 1.9 | -6 | 10 | 10 | 2 | 93*
CCCCn1c(O)c(C(CC)=Nc2ccc(C(=O)O)cc2)c(=O)[nH]c1=O
→ 0 | -1 | -3 | 0.1 | -3 | 0 | 0 | 4 | 2
COC(=O)C1=C(c2ccc(OC)c(OC)c2)C[C@@H]2CC[C@H]1N2C(=O)NCc1cc(C)oc1C(F)(F)F
→ -3 | -4 | 2 | 0.4 | . | 0 | 4 | . | .
CC1(C)CC(n2[nH]c(=O)c3c2NC(=O)CSC3c2ccccc2)CCO1 (stereo not given)
→ -3 | -7 | 7 | 3.0 | 1 | 7 | 1 | -3 | 2
COc1ccc(CN2CCN(C(=O)Cc3ccccc3)CC2)c(OC)c1
→ 4 | 1 | 9 | 1.6 | -12 | 11 | -3 | 2 | -7
Brc1ccc(-[n+]2c(-c3ccccc3)cc(-c3ccccc3)cc2-c2ccccc2)cc1
→ 12 | -2 | 3 | 1.8 | 8 | 0 | 4 | 3 | 2
C/C(=N\N(C)c1ccccc1)c1c(O)[nH]c(=O)[nH]c1=O
→ -2 | 5 | 2 | -3.4 | 3 | 0 | -4 | 3 | -1
O=C1NC(=S)N(c2ccccc2)C(=O)C1C(c1ccncc1)C1C(=O)NC(=S)N(c2ccccc2)C1=O (stereo not given)
→ -4 | -3 | -20 | -2.3 | -1 | -1 | -16 | 1 | 7
COc1ccc(-n2c(-c3ccccc3Br)nc3ccccc3c2=O)cc1
→ -2 | -5 | 3 | 0.8 | 7 | 0 | -10 | -5 | -2
COc1ccc(O)c(CN2CCCC(C(=O)c3sccc3C)C2)c1 (stereo not given)
→ 2 | -1 | 5 | 5.2 | 4 | 1 | 0 | 2 | -1
CC(Cc1ccsc1)NCc1cn[nH]c1-c1ccc(F)cc1F (stereo not given)
→ -2 | -6 | 4 | -0.8 | -5 | -2 | 11 | -4 | 2
Oc1cc2c(cc1CN1CCN(c3ccccc3F)CC1)OCO2
→ -1 | 7 | -19 | 1.2 | 0 | -1 | -22 | 2 | -4
CN(C)c1ccc(/C=C2\CC3C4CC=C5CC(O)CCC5(C)C4CCC3(C)C2=O)cc1 (stereo not given)
→ -4 | 4 | -4 | 0.0 | -1 | 2 | 5 | 0 | 0
CN1CCN(c2nc(N)c(Br)c(Cl)n2)CC1
→ -2 | -1 | 8 | -3.2 | 3 | -4 | 4 | 0 | -1
CN1CC(C(=O)c2ccc(Cl)cc2)C(c2ccc(N(C)C)cc2)C1 (stereo not given)
→ 2 | 1 | 6 | -0.9 | -5 | 1 | 1 | -4 | 2

(cont.)
Molecule,PP1 counter,PAFAH2 FP inh,procasp7 counter,PP5 inh,HCV core dimer,AHR activator,procasp3 activ,Fh CTSL1 inh,TPT1 inh
O=C(c1cn(Cc2ccccc2)c2ccccc12)C1CC1,2,-3,6,1.7,3,1,-2,3,0
CN1CCCN(C(=O)COc2ccccc2Br)CC1,-2,0,4,2.5,-3,-1,3,2,6
Cc1ccc2c(c1)C1CN(C)CCC1N2C(=O)Nc1cccc(Cl)c1 (stereo not given),-5,-6,-4,-1.4,3,6,4,7,1
NC(=O)C1CCN(/C=C2\C(=O)NC(=O)N(Cc3ccco3)C2=O)CC1,-5,-6,-6,-2.0,5,1,4,-2,12
O=[N+]([O-])c1ccc(N2CCNCC2)c(Cl)c1,-3,-10,7,0.0,1,-1,2,-6,0
CCOc1cc(-c2nc3c(C)cccn3c2NCC2CCCO2)ccc1O (stereo not given),-3,-4,-2,-0.8,-7,1,8,1,-1
COc1ccc(NC(=O)CN(C)C(=O)CSC(c2ccccc2)c2ccccc2)cc1,0,-3,-4,4.0,.,1,-16,.,.
Cc1oc(-c2ccc(Cl)cc2)nc1CS(=O)CC(=O)N1CCC2(CC1)OCCO2 (stereo not given),1,-4,8,2.6,-2,2,-1,-6,0
O=C1NC2NC(=O)N([N+](=O)[O-])C2N1 (stereo not given),-6,.,-6,1.2,0,1,1,1,-1
CCOc1ccc2nc(N=Nc3c(O)[nH]c(=O)[nH]c3=O)sc2c1,0,3,-17,1.0,-5,3,-1,2,2
CO[C@H]1CC=C2CCN3CCC4=C(CC(=O)OC4)[C@]23C1,-2,-4,-3,-1.7,-5,-4,-1,1,-1
c1ccc2[nH]c(CCNC3CCCCC3)nc2c1,-4,6,2,-1.9,-2,8,10,-1,2
C#CC[N+]1(C)C2CCC1CC(O)C2 (stereo not given),1,-6,-8,-0.5,5,2,1,-3,-1
C=CCn1c(O)c(C(C)=NCc2ccc3c(c2)OCO3)c(=O)[nH]c1=O,-5,-3,9,-2.6,3,15,2,-2,3
CC1CCC(C(C)C)C(OP(N)(=O)c2ccccc2)C1 (stereo not given),-4,7,4,2.4,1,3,-5,2,1
CN1CC(C(=O)c2ccc(Cl)cc2)C(c2ccccc2)C1 (stereo not given),-2,2,6,-3.0,-3,0,5,-2,0
CNC(=O)O/N=C(\C)Cc1nnn(-c2cc(C)on2)n1,-2,7,9,1.5,-2,0,2,3,-2
CCc1cc(=O)oc2cc(C)cc(OCC(=O)N3CCC(C(=O)O)(c4ccccc4)CC3)c12,-3,4,2,4.7,1,20,2,5,1

Ordered by SMILES length (ascending): 8 of the compounds above
Molecule,PP1 counter,PAFAH2 FP inh,procasp7 counter,PP5 inh,HCV core dimer,AHR activator,procasp3 activ,Fh CTSL1 inh,TPT1 inh
CN1CCCN(C(=O)COc2ccccc2Br)CC1,-2,0,4,2.5,-3,-1,3,2,6
O=C1NC2NC(=O)N([N+](=O)[O-])C2N1 (stereo not given),-6,.,-6,1.2,0,1,1,1,-1
O=[N+]([O-])c1ccc(N2CCNCC2)c(Cl)c1,-3,-10,7,0.0,1,-1,2,-6,0
CNC(=O)O/N=C(\C)Cc1nnn(-c2cc(C)on2)n1,-2,7,9,1.5,-2,0,2,3,-2
CO[C@H]1CC=C2CCN3CCC4=C(CC(=O)OC4)[C@]23C1,-2,-4,-3,-1.7,-5,-4,-1,1,-1
Cc1ccc2c(c1)C1CN(C)CCC1N2C(=O)Nc1cccc(Cl)c1 (stereo not given),-5,-6,-4,-1.4,3,6,4,7,1
NC(=O)C1CCN(/C=C2\C(=O)NC(=O)N(Cc3ccco3)C2=O)CC1,-5,-6,-6,-2.0,5,1,4,-2,12
CCc1cc(=O)oc2cc(C)cc(OCC(=O)N3CCC(C(=O)O)(c4ccccc4)CC3)c12,-3,4,2,4.7,1,20,2,5,1

Quoted at random: two compounds from above.
Molecule,PP1 counter,PAFAH2 FP inh,procasp7 counter,PP5 inh,HCV core dimer,AHR activator,procasp3 activ,Fh CTSL1 inh,TPT1 inh
CNC(=O)O/N=C(\C)Cc1nnn(-c2cc(C)on2)n1,-2,7,9,1.5,-2,0,2,3,-2
O=C(c1cn(Cc2ccccc2)c2ccccc12)C1CC1,2,-3,6,1.7,3,1,-2,3,0
